High-throughput results: PubChem BioAssay, Sanford-Burnham Center for Chemical Genomics
CD11b adhes inh – inhibitors of CD11b/CD18 adhesion to fibrinogen, primary screen, K562 cells, luminescence; Integrin beta-2 (Homo sapiens) + Integrin alpha-M (Homo sapiens), P05107+P11215; ATPlite luminescence; Mn2+ added to activate the integrin; inhibition, % at 10 µM; hit rate 0.54% among 93,000;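 active = primary inhibition of 50% or more at 10 µM, then 40% or more on retest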; note: some results filed as inactive read as strong as hits
Target sequence (P05107 whole entry, looked up, other chains not shown): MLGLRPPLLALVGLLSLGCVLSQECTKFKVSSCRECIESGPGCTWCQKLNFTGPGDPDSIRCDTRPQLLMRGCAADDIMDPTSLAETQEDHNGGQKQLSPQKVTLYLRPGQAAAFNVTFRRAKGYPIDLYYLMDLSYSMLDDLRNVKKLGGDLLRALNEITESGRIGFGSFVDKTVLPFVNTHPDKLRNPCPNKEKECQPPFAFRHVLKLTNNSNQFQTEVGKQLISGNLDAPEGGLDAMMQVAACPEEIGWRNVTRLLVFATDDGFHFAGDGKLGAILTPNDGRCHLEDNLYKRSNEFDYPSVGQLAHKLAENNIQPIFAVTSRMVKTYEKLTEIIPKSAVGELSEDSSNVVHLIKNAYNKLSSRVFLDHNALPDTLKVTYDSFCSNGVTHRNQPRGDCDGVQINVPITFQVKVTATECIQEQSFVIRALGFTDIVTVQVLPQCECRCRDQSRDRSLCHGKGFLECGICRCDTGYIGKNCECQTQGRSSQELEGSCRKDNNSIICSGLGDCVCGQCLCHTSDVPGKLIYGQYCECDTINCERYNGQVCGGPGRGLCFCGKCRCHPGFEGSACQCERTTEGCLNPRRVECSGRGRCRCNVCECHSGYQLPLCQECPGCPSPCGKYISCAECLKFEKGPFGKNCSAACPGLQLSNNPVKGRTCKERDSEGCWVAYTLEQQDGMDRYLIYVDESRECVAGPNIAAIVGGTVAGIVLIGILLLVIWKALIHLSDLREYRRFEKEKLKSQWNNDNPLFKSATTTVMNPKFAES
CD11b adhes enh – enhancers of CD11b/CD18 adhesion to fibrinogen, primary screen, K562 cells, luminescence; Integrin beta-2 (Homo sapiens) + Integrin alpha-M (Homo sapiens), P05107+P11215; ATPlite luminescence; activation, % at 10 µM; hit rate 0.07% among 93,000;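 active = 10 µM primary screen giving 50% or more activity, confirmed by 40% or more on retest at that dose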; note: strong numbers were not always called active; reference of the scale not given here
An asterisk follows results filed as active.

SMILES | CD11b adhes inh | CD11b adhes enh
COc1cc(C(=O)NC(=S)Nc2ccc(N3CCCC3)cc2)cc(OC)c1OC | 2.3 | 2.1
O=C(CSc1nc2ccccc2s1)Nc1ccc(N2CCOCC2)c(Cl)c1 | 99.4 | -6.2
COC(=O)Cc1ccc(NC(=S)NNC(=O)c2ccccc2Br)cc1 | 1.2 | -4.1
O=C(NC1CCCCC1)C12CC3CC(CC(Cl)(C3)C1)C2 | 4.0 | -1.3
COc1ccc(NC(=S)NCc2ccc(S(N)(=O)=O)cc2)c(OC)c1 | -3.9 | 2.4
O=C(Nc1ccccc1-c1ccccc1)c1cc(C(F)(F)F)cc(C(F)(F)F)c1 | -10.5 | -2.8
COc1ccccc1NC(=O)CN1C(=O)CSC(C)C1=O (stereo not drawn) | -24.5 | 4.2
CC(=O)c1cccc(N(C(=O)CS(=O)CC(=O)Nc2ccc(F)cc2)C(C(=O)NC2CCCCC2)c2ccc(C)o2)c1 (stereo not drawn) | 8.0 | 0.7
N#C/C(=C/c1ccc(-c2ccc(S(N)(=O)=O)cc2)o1)c1nc2ccccc2s1 | 2.0 | 71.7
Cc1c(NC(=S)NC(NC(=O)CC(C)C)C(Cl)(Cl)Cl)c(=O)n(-c2ccccc2)n1C (stereo not drawn) | -0.3 | -6.6
O=C1/C(=C\c2cccnc2)Sc2ccccc21 | 6.3 | -1.0
COc1ccc(C(C)NC(=O)Cc2ccc(Br)cc2)cc1 (stereo not drawn) | 6.7 | -1.0
CCOc1ccc(-n2c(SCc3ccc([N+](=O)[O-])cc3)nnc2-c2ccccc2)cc1 | -24.1 | -0.6
Cc1cccc(NC(=S)N(CCN(C)C)Cc2cc3cc(C)cc(C)c3[nH]c2=O)c1 | -4.5 | -1.0
O=C(COC(=O)C1CCN(S(=O)(=O)c2ccc3c(c2)OCCO3)CC1)Nc1ccccc1OC(F)F | -11.5 | -0.3
NC(=O)c1ccsc1NC(=O)COC(=O)COc1ccccc1F | 5.3 | 3.7
CCOc1ccc(NC(=O)C(c2ccccn2)N(C(=O)CCl)c2ccc(OC)cc2)cc1 (stereo not drawn) | -9.4 | 0.8
COc1ccc(CCNC(=O)Cn2cnc3ccccc3c2=O)cc1OC | -7.1 | 2.0
O=C(CSc1ccc(Br)cc1)Nc1ccccc1Oc1ccccc1 | 9.4 | 30.3
CCOC(=O)c1c(NC(=O)c2ccccc2N(C)S(=O)(=O)c2ccccc2)sc2c1CCCC2 | 14.6 | 1.6
O=C(COC(=O)CNS(=O)(=O)c1ccc2ccccc2c1)Nc1ccccc1Sc1ccccc1 | -4.1 | 3.2
Cc1cccc(NS(=O)(=O)c2cc(C(=O)OC(C)C(=O)NCc3ccc4c(c3)OCO4)ccc2C)c1 (stereo not drawn) | -7.9 | -2.4
O=C(CNC(=O)c1ccc(Cl)cc1)N/N=C/C=C/c1ccccc1 | -29.9 | 79.3
Cc1nn(CC(=O)OC(C)C(=O)Nc2ccccc2[N+](=O)[O-])c(C)c1[N+](=O)[O-] (stereo not drawn) | -7.6 | -1.9
NC(=O)c1ccc(NC(=O)COC(=O)c2c3c(nc4ccccc24)/C(=C\c2ccc4c(c2)OCO4)CCC3)cc1 | 2.2 | 82.6
CCc1cccc(CC)c1NC(=O)COC(=O)Cc1ccsc1 | 5.6 | 2.1
O=C(N/N=C/c1c[nH]c2ccccc12)C1CC1c1ccccc1 (stereo not drawn) | 88.7 | -7.3
Cc1cccc(CSc2cn(CC(=O)N3CCOCC3)c3ccccc23)c1 | 9.4 | 8.3
Cc1ccc(NC(=O)CSc2ccc(-c3ccc4c(c3)OCO4)nn2)cc1F | 1.5 | -2.8
Cc1ccc(S(=O)(=O)N(C)/N=C/C=C/c2ccccc2)cc1 | 15.3 | -0.4
COc1ccccc1NC(=O)Cc1c(F)cccc1Cl | -0.8 | -0.1
S=c1[nH]nc(-c2ccco2)n1/N=C/c1cccs1 | 0.9 | 4.3
N#Cc1cc(N2CCCCC2)c([N+](=O)[O-])cc1C#N | 1.8 | 0.8
CSc1ccc(/C=C(\C(=O)O)c2ccc(S(=O)(=O)N3CCCCC3)s2)cc1 | 5.3 | 13.7
CC(C)Oc1ccc(C(=O)Nc2nnc(SCC(=O)N3CCOCC3)s2)cc1 | 96.9 | -17.0
Cc1nn(-c2ccc(F)cc2)c(Cl)c1/C=N/NC(=O)c1cccs1 | -14.6 | 31.5
Cc1ccc(-c2n[nH]c(=S)n2/N=C/c2ccc(C)o2)cc1 | -7.1 | 6.5
O=C(CSc1ccccc1)Nc1cc(Cl)ccc1Oc1ccccc1 | 26.3 | 1.7
O=C(Nc1ccc(F)cc1)c1nc[nH]c1C(=O)Nc1ccccc1[N+](=O)[O-] | 33.0 | 13.9
O=C(COC(=O)CNC(=O)c1ccccc1)Nc1cccc(Br)c1 | -19.2 | -3.6
Nc1nc(CC(=O)CSc2ccc(Cl)cc2)nc(Nc2ccc(F)cc2)n1 | -3.1 | 7.8
S=C(Nc1ccc(Oc2ccccc2)cc1)NC1CCCCCC1 | 99.1 | -8.5
O=C(COc1ccccc1[N+](=O)[O-])N/N=C/c1ccccn1 | -3.4 | -1.8
CCN(CC)c1ccc(C=C2C(=O)OC3(CCCC3)OC2=O)cc1 | 32.0 | 2.9
Cc1nn(-c2ccccc2)c(Cl)c1/C=N/Nc1nc2ccccc2[nH]1 | 27.3 | 19.1
CSc1ccc(/C=N/NC(=O)CN2CCN(Cc3ccccc3Cl)CC2)cc1 | -0.8 | -3.3
O=C(Cc1ccccc1)Nc1nnc(-c2cccc([N+](=O)[O-])c2)s1 | 4.4 | 33.2
O=C(NNc1c2ccccc2nc2ccccc12)c1cccc(O)c1 | 2.5 | 3.0
C#CCn1cc(/C=N/Nc2nc3ccccc3[nH]2)c2ccccc21 | 15.8 | 1.7
O=C(NCCO)/C(=C\c1cccs1)NC(=O)c1cccs1 | 26.4 | -1.5
O=C(COC(=O)c1ccc(-c2ccc([N+](=O)[O-])cc2)o1)NC(=O)NC1CCCCC1 | 40.1 | -0.7
Cc1ccc(Cl)c(OC(=O)c2nn(C(C)C)c(=O)c3ccccc23)c1 | 18.3 | -0.8
Cc1ccn2c(C(=O)N/N=C\c3ccc4c(c3)OCO4)c(C)nc2c1 | -1.2 | 4.0
COc1ccc(C(C)(C)C)cc1NC(=O)CCCn1c(=O)oc2ccccc21 | 12.7 | 0.9
COc1ccccc1/C=C/C(=O)OCC(=O)NCc1ccco1 | -11.9 | 1.3
CCOc1ccc(C(=O)NCC(=O)OCc2c(C)noc2C)cc1 | -3.3 | 2.6
CCCCN(CC)S(=O)(=O)c1ccc(C(=O)N=c2sc3cc(NC(C)=O)ccc3n2C)cc1 | 15.3 | 29.2
Cc1ccc(NC(=O)/C=C/C(=O)O)c([N+](=O)[O-])c1 | -2.6 | -2.2
O=C(Cc1cccs1)N/N=C/C=C/c1ccccc1 | 2.1 | 13.8
Cc1ccc(N(C(=O)Cn2nnc3ccccc32)C(C(=O)NCc2ccccc2)c2ccccn2)cc1 (stereo not drawn) | -1.1 | -0.7

New compounds follow.
SMILES | CD11b adhes inh | CD11b adhes enh
CCc1ccc(Sc2cc(C(=O)NCCN3CCOCC3)c3ccccc3n2)cc1 | -0.7 | -1.0
COc1ccc(NC(=O)CN(C)S(=O)(=O)c2ccc(C)cc2)c([N+](=O)[O-])c1 | -15.7 | -1.6
N#Cc1ccc(/C=N/NC(=O)c2cc(-c3cccs3)nc3ccccc23)cc1 | 15.0 | 17.8
C=C(C)C(=O)NC1=NN(c2ccccc2)C(=O)C1 | 2.3 | 0.6
CCCN(CC(=O)Nc1cccc(Br)c1)CC(=O)Nc1ccc(F)c(F)c1F | 25.5 | 1.9
O=C(CN(c1ccccc1)S(=O)(=O)c1ccccc1)N/N=C/c1ccco1 | -7.9 | -2.4
COc1ccc(NC(=O)c2cccc(NC(=O)C(C)C)c2)c([N+](=O)[O-])c1 | -0.6 | 2.7
Cc1nn(-c2ccccc2)c(N)c1N=Nc1ccc(Cl)cc1 | 2.6 | 7.8
COc1cc(C(C)=O)ccc1COc1ccc(C(=O)OC(C)C(=O)NC(N)=O)cc1OC (stereo not drawn) | -7.7 | 91.2
COCCNC(=O)Cn1c(=O)n(CCCCCC(=O)Nc2ccccc2)c(=O)c2sccc21 | -1.2 | 5.1
CCCCOc1ccc(C(C)NC(=O)CCS(=O)(=O)Cc2ccccc2F)cc1 (stereo not drawn) | -3.1 | 0.4
O=C(Cc1ccccc1)NC1c2ccccc2-c2ccccc21 | 1.6 | 6.8
Cn1cc(C=C2C(=O)CC(C)(C)CC2=O)c2ccccc21 | 0.0 | 9.4
COC(=O)c1ccc(CSc2nnc(-c3c[nH]c4ccccc34)n2-c2ccccc2)cc1 | 34.2 | 4.8
COC(=O)c1cc(NC(=S)NCc2ccc(Cl)cc2)cc(C(=O)OC)c1 | 74.5 | -6.5
CCCCNC(=O)CSc1nc2ccc(NC(=O)CSc3nnc(N)s3)cc2s1 | 67.4 | -3.6
C[n+]1ccccc1C1CCCC/C1=N\Nc1ccc([N+](=O)[O-])cc1[N+](=O)[O-] (stereo not drawn) | -14.9 | 17.6
COc1ccc(Nc2nc(C(F)(F)F)nc(C)c2C#N)cc1 | -5.9 | 4.8
CCOc1ccc(C(=O)O/N=C(\N)c2ccc([N+](=O)[O-])cc2)cc1OCC | -7.2 | 11.4
Cc1ccc2c(c1)C1CN(C)CCC1N2C(=O)c1ccccc1NS(=O)(=O)c1cccc(C(F)(F)F)c1 (stereo not drawn) | 44.2 | -5.6

Given with each value named: part of the list above
COc1ccc(NC(=O)c2cccc(NC(=O)C(C)C)c2)c([N+](=O)[O-])c1
  CD11b adhes inh = -0.6
  CD11b adhes enh = 2.7

O=C(Nc1ccc(F)cc1)c1nc[nH]c1C(=O)Nc1ccccc1[N+](=O)[O-]
  CD11b adhes inh = 33.0
  CD11b adhes enh = 13.9

(continued)
SMILES | CD11b adhes inh | CD11b adhes enh
COc1cc(NC(=O)COC(=O)CSc2cc(C)ccc2C)c(C)cc1[N+](=O)[O-] | 11.5 | 6.8
COC(=O)c1c(NC(=O)C2COc3ccccc3O2)sc2c1CCN(Cc1ccccc1)C2 (stereo not drawn) | -8.3 | 4.0
CSc1nc(-c2ccccc2)cc(C(F)(F)F)c1C#N | 10.9 | 2.2
COc1cc(CNCc2ccc(SC)cc2)cc(OC)c1 | 26.2 | -7.3
O=C(N/N=C/c1cccc([N+](=O)[O-])c1)C1CC(=O)N(c2ccc(F)cc2)C1 (stereo not drawn) | -1.6 | -6.3
COc1ccc2cc(C(=O)Nc3ccc(Cl)cc3)sc(=O)c2c1OC | -10.2 | 48.4
c1ccc2[nH]c(SCc3cn4cccnc4n3)nc2c1 | -9.9 | 2.4
Cc1onc(-c2ccccc2)c1C(=O)NNC(=S)NC(=O)c1ccc(F)cc1 | 15.9 | -4.5
COc1ccc(Cl)cc1NC(=S)NCc1ccccn1 | -7.5 | 3.6
Cc1nnn(-c2nonc2N)c1C(=O)N/N=C/c1ccccc1O | 5.8 | 22.7
CNC(CC(=O)c1ccc([N+](=O)[O-])cc1)C(Cl)(Cl)Cl (stereo not drawn) | 92.7 | -7.5
COc1ccc(/C=C/C(=O)NC(=S)NN2CCCCC2c2cccnc2)cc1OC (stereo not drawn) | -24.6 | 3.2
Cc1ccccc1OCCNc1cc(N2CCN(CCO)CC2)ccc1[N+](=O)[O-] | 27.2 | -1.2
O=C(CC1SC(=NCCc2ccccc2)N(/N=C/c2cccs2)C1=O)Nc1ccc(Cl)cc1 (stereo not drawn) | 18.6 | -1.3
CCC(C)(c1nnnn1-c1c(C)cccc1C)N(N=O)c1cccc(C(F)(F)F)c1 (stereo not drawn) | 15.0 | -1.1
CC(=O)Nc1ccc(Sc2ncnc3scc(-c4ccccc4)c23)cc1 | 22.1 | 15.6
CCN1CCc2c(OCC(=O)N3N=C(c4cccs4)CC3c3ccc(F)cc3)cccc2C1=O (stereo not drawn) | -0.8 | 66.2
CCSc1nc2ccccc2n1C(=O)c1ccc(S(=O)(=O)N2CCCCCC2)cc1 | 4.7 | -1.2
Cc1ccccc1Oc1nc2c(C)cccn2c(=O)c1/C=C(\C#N)C(=O)Nc1c(C)n(C)n(-c2ccccc2)c1=O | 32.5 | 1.6
O=C(CSc1nnc(NC2CCCCC2)s1)NN1C(=O)NC2(CCCCC2)C1=O | 1.0 | -0.8

3 compounds out of the list above, sorted by the value under CD11b adhes enh, ascending:
SMILES | CD11b adhes inh | CD11b adhes enh
Cc1ccn2c(C(=O)N/N=C\c3ccc4c(c3)OCO4)c(C)nc2c1 | -1.2 | 4.0
COc1ccc(Nc2nc(C(F)(F)F)nc(C)c2C#N)cc1 | -5.9 | 4.8
N#Cc1ccc(/C=N/NC(=O)c2cc(-c3cccs3)nc3ccccc23)cc1 | 15.0 | 17.8

Carrying on:
SMILES | CD11b adhes inh | CD11b adhes enh
Cc1ccc(C)c(NC(=O)c2cc(-c3ccccc3)nn2-c2ccccc2)c1 | 21.2 | 4.9
NC(=O)C1CCN(CC(=O)Nc2cccc(C(=O)Nc3cccc(C(F)(F)F)c3)c2)CC1 | 2.0 | 2.7
c1ccc(-c2nc(-c3cccnc3)n[nH]2)cc1 | 3.0 | 2.5
Cc1ccc(C(=O)N/C(=C/c2cccc([N+](=O)[O-])c2)C(=O)NC(C)C)cc1 | -0.7 | 3.2
Cc1ccccc1Nc1nc(N)nc(COC(=O)CC2CC3CCC2C3)n1 (stereo not drawn) | 6.0 | 8.6
O=C(CSc1ccc(-c2ccco2)nn1)NCc1ccc(Cl)cc1 | -3.2 | -7.7
COc1ccc(C(=O)N(C)Cc2ccccc2)cc1Br | 6.3 | 3.5

Full records as entered above. Order of values: CD11b adhes inh, CD11b adhes enh
Results for `COc1ccc(C(=O)N(C)Cc2ccccc2)cc1Br` → 6.3, 3.5
Results for `c1ccc(-c2nc(-c3cccnc3)n[nH]2)cc1` → 3.0, 2.5
Results for `O=C(CSc1ccc(-c2ccco2)nn1)NCc1ccc(Cl)cc1` → -3.2, -7.7

Not all compounds are listed, so the mix of outcomes need not match the whole.
